Bioassay records deposited in PubChem by National Center for Advancing Translational Sciences (NCATS).
Pin1 inhibitor – blocks the human prolyl isomerase Pin1; AID 504891; Potency, µM (series often up to 115 µM), without a hit: at the top dose activity, negative = inhibition, hits mostly inhibitors; 0.009% of 390,000 active; Q13526; Pin1 FP peptide displacement, HiFluor488, 10 min; active means well fitted inhibition curve with a large enough effect in the polarisation, with a control signal flat, not every such curve was filed as active; inconclusive means small, poorly fitted or top-dose-only effect, or effect the other way, or a change in a side signal; inactive means no such curve, though single readings can be large or run the other way; the % refers to the polarisation; further: potency means the concentration at half of the fitted maximal effect; on the % scale 0 is the no-effect control and ±100 the full control effect
Target sequence (Q13526 whole entry, looked up): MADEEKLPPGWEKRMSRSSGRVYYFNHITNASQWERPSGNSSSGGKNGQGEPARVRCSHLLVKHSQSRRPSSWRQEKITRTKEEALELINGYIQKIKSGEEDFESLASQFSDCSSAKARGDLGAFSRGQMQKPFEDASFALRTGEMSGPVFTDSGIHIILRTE
TrxR1 inh – rat TrxR1 inhibition; recombinant rTrxR1, NADPH fluorescence consumption, selenite substrate; Potency, µM (titrated, usually from 114 µM), without a hit: at the top dose activity change, negative = inhibition, actives largely listed as inhibitors; 1% of 390,000 active; AID 588453; further: potency means the concentration at half of the fitted maximal effect; on the % scale 0 is the no-effect control and ±100 the full control effect; nearly all actives have a fitted effect of over 65% in size
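Rat TrxR1 (90 nM in the dispensed reagent) was pre-reduced with 400 uM NADPH for 5 min at room temperature, then incubated with compound for 15 min. After 400 uM selenite was added, NADPH fluorescence (Ex 340/Em 450 nm) was followed for 8 min.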
Tb PGK inh – blocks T. brucei phosphoglycerate kinase; AID 602233; P07378; Potency, µM (top dose mostly 57.5 µM), for inactives: top-dose activity change, negative = inhibition, actives largely listed as inhibitors; 0.043% of 380,000 active; PGK/GAPDH coupled, Kinase-Glo luminescence, 60 min; further: potency means the concentration at half of the fitted maximal effect; on the % scale 0 is the no-effect control and ±100 the full control effect; nearly all actives have a fitted effect of over 60% in size
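Luminescent ATP detection (Kinase-Glo Plus) follows a 60-minute room-temperature incubation, with wells lacking PGK as controls. Buffer: 100 mM TEA (pH 7.6), 5 mM MgCl2, 0.01% Tween-20. Coupling enzyme GAPDH (100 nM final) supplies unstable 1,3-BPG in-well.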
HP1b chromo inh – HP1-beta chromodomain-methylated histone interaction inhibition; Potency, µM (doses to about 114 µM), for inactives: at the highest dose activity change, negative = inhibition, usual class: inhibitors; P83916; AlphaScreen HP1-beta / biotin-H3K9me3 peptide binding; 0.56% of 390,000 active; further: potency means the concentration at half of the fitted maximal effect; nearly all actives have a fitted effect of over 70% in size; inactives centre near 23
Target sequence (P83916 whole entry, looked up): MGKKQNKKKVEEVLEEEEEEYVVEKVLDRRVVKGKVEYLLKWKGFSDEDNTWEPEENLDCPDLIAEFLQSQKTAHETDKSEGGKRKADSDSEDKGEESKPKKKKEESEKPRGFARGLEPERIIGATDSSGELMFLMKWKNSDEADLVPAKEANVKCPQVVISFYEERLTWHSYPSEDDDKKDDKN
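Compound inhibition of the preformed complex between 50 nM HP1-beta and 50 nM biotinylated H3K9me3 peptide was read by AlphaScreen. Buffer was PBS pH 7.4 with 0.01% Tween-20. Incubations ran 30 min at room temperature, with 10 ug/mL donor/acceptor beads.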
mIDH1 inhibitor – human IDH1 R132H inhibition. 0.093% of 390,000 active. Potency, µM (titrated, usually from 76.6 µM), without a hit: at the top dose activity change, negative = inhibition, most hits filed as inhibitors. AID 602179. IDH1-R132H enzyme, NADPH consumption, diaphorase/resazurin fluorescence; further: potency means the concentration at half of the fitted maximal effect; on the % scale 0 is the no-effect control and ±100 the full control effect; nearly all actives have a fitted effect of over 65% in size
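IDH1-R132H (0.5 ug/mL) preincubated 30 min with compound, then NADPH (0.016 mM) and alpha-KG (2 mM) added; 80 min at RT, pH 7.5. Remaining NADPH coupled via diaphorase/resazurin to fluorescence (540/590 nm); concentration-response curves normalized to no-enzyme control.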
PI4K2A block – blocks human PI4K2A kinase activity | purified PI4K2A, ADP-Glo luminescence, 1 h; hits give low values | activity change, negative = inhibition, % at 76.9 µM | 0.13% of 420,000 active | AID 1346378; in the data active means activity change below about -50%; inconclusive means mostly about -30% to -49%;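 further: -100% = wells without enzyme as full effect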
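In this quantitative HTS, ADP production by PI4K2A was quantified luminescently after 1 h at ambient temperature; 100 microM adenosine served as plate-quality control.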
TrxR1 substrate – substrates of rat thioredoxin reductase 1; O89049; purified TrxR1 substrate turnover, NADPH consumption readout; Potency, µM (doses to about 114 µM), without a hit: at the highest dose activity change, negative = substrate turnover; 0.01% of 390,000 active; AID 588456; further: potency means the concentration at half of the fitted maximal effect; on the % scale 0 is the no-effect control and ±100 the full control effect; nearly all actives have a fitted effect of over 50% in size
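Rat TrxR1, dispensed at 90 nM, was prereduced with 400 uM NADPH (final) for 5 min at ~22 deg C, then incubated with compound 15 min before 400 uM selenite. A first-read NADPH fluorescence drop versus no-compound background flagged substrates.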
GLS inh – blocks human kidney-isoform glutaminase activity; GLS enzymatic activity, qHTS titration; Potency, µM (titrated, usually from 45.5 µM), for inactives: top-dose activity change, negative = inhibition, hits mostly inhibitors; 0.21% of 410,000 active; AID 624170; further: potency means the concentration at half of the fitted maximal effect; on the % scale 0 is the no-effect control and ±100 the full control effect
Target sequence (O94925 whole entry, looked up, canonical isoform): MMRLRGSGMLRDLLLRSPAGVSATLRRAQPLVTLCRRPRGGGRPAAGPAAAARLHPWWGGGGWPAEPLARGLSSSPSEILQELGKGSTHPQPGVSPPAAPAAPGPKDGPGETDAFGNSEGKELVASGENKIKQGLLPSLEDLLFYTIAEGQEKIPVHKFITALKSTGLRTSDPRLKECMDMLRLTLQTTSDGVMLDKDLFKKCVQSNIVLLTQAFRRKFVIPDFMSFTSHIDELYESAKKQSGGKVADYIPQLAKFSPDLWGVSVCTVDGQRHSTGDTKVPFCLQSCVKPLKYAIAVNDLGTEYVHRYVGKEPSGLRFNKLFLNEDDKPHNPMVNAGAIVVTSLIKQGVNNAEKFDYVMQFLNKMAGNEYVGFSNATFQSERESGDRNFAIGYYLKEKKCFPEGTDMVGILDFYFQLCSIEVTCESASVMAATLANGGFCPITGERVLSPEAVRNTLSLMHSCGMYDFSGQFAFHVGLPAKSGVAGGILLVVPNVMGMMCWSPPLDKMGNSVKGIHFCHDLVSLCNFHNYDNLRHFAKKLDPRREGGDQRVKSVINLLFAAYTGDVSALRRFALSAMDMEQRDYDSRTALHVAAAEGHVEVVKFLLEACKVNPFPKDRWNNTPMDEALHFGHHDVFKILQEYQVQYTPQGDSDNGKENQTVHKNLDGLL
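Human kidney-isoform GLS in 45 mM KH2PO4 pH 8.2, 0.02% Tween-20, with compound, started with 1mM L-Glutamine (added stock). Glutamate oxidase/HRP/Amplex red coupled fluorescence read at start and after 30 min at RT.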
USP1 inh – USP1/UAF1 (human) deubiquitinase inhibition; Potency, µM (series often up to 57.1 µM), for the others: at the highest dose activity change, negative = inhibition, hits mostly inhibitors; 0.23% of 390,000 active; recombinant USP1/UAF1, Ub-Rhodamine cleavage fluorescence; O94782; further: potency means the concentration at half of the fitted maximal effect; on the % scale 0 is the no-effect control and ±100 the full control effect; nearly all actives have a fitted effect of over 60% in size; inactives centre near -12
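In this screen, compounds sit with the deubiquitinase complex (1nM) for 15 min at room temperature before Ub-Rho is added at 150nM final. Fluorescence rise is then followed for 6 reads every 60 seconds.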
Starred values were filed as active, the others as inactive; i = inactive; ? = inconclusive; [ ] = another dose, or the depositor's remark. Unless noted, the call rests on the fitted dose curve; in most records, active means well fitted curve in the direction sought with a large enough effect; inconclusive means small, poorly fitted or top-dose-only effect, or another doubt; inactive means no such curve, though single readings can be large; an effect the other way counts as inactive or inconclusive. A portion of the library; count on the stated rates, not on these rows.

item	Compound	Pin1 inhibitor	TrxR1 inh	Tb PGK inh	HP1b chromo inh	mIDH1 inhibitor	PI4K2A block	TrxR1 substrate	GLS inh	USP1 inh
1	O=C(COC(=O)/C=C/c1cn(-c2ccccc2)nc1-c1cccnc1)Nc1ccc(Cl)cc1Cl	28.9%	35.1%	1.4%	26.8%	3.6%	1.5	50.0%[activator]	0.0%	-20.3%
2	Cc1occc1C(=O)Nc1ccc(Br)cc1F	5.9%	-1.7%	-4.5%	6.8%	3.2%	3.1	1.6%	-0.6%	3.9%
3	CC1CCCCN1S(=O)(=O)c1ccc(S(=O)(=O)N(CC(=O)Nc2ccccc2)Cc2cccs2)cc1 (stereo unspecified)	-4.2%	-11.4%	i	38.5%	2.3%	4.1	-11.8%	-5.4%	-7.2%
4	O=C1c2ccccc2S(=O)(=O)N1Cc1c(F)cccc1Cl	-2.3%	33.6%	-6.6%	20.3%	10.6%	1.6	4.4%	-14.3%	-11.9%
5	COCCN(Cc1cccs1)S(=O)(=O)c1ccc(-c2ccc(=O)[nH]n2)s1	3.3%	?	4.9%	6.9%	-11.8%	-1.0	-12.7%	12.1%	-11.9%
6	Cc1occc1C(=O)Nc1ccccc1C(=O)O	2.8%	-13.4%	-4.5%	5.0%	5.1%	-9.7	-7.1%	11.1%	5.5%
7	CN(C(=O)CSc1ncnc2ccccc12)C1CCS(=O)(=O)C1 (stereo unspecified)	-1.0%	12.5%	-8.1%	33.6%	29.5%	-0.4	-2.5%	3.3%	-0.2%
8	Cc1ccc2[nH]c(=O)c(CN(CCCN(C)C)C(=O)Nc3ccc(F)cc3)cc2c1	-2.7%	14.8%[57.1 µM]	0.0%	10.0%	-5.2%	-1.2	-2.8%[57.1 µM]	-8.2%	-3.7%
9	CC(=O)Nc1nc(Cn2nnc(-c3ccc4c(c3)OCO4)n2)nc(N(C)C)n1	11.8%	15.2%[57.1 µM]	16.6%	12.9%	6.7%	1.9	8.5%[57.1 µM]	-4.8%	-4.6%
10	Cc1ccc(-n2c([S-])c(C(=O)Nc3ccc(OC(F)F)cc3)[n+]3ccc(C(=O)NCCO)cc23)cc1C	?	-3.2%	-5.9%	10.1%	4.0%	0.2	1.9%[57.1 µM]	-1.0%	-20.7%
11	CN1OC[C@@H]2CN(C(=O)CCc3ccccc3)[C@H](c3cccc(-c4ccc(C#N)cc4)c3)C[C@@H]21	-6.8%	-13.6%	-4.6%	30.7%	-4.9%	-3.3	-12.2%	-2.4%	-22.6%
12	CN(Cc1c(F)cccc1Cl)c1ccc(S(=O)(=O)N2CCOCC2)cn1	2.4%	1.4%	i	19.8%	0.2%	1.9	-8.0%	-0.2%	-5.1%
13	COC(=O)C1CCN(S(=O)(=O)CCNC(=O)c2ccc3c(c2)OCO3)CC1	-6.3%	18.9%[57.1 µM]	-10.9%	46.4%[activator]	-2.2%	-0.4	9.2%[57.1 µM]	-24.0%	-15.9%
14	Cc1nn(C(C)C(=O)NCC2CCCO2)c(=O)c2c1sc1ccccc12 (stereo unspecified)	2.7%	3.5%	i	39.9%[activator]	0.0%	-2.0	7.9%	-18.9%	-15.5%
15	c1ccc(CCc2nc(-c3ccncc3)no2)cc1	-0.4%	13.6%	15.1%	49.7%[activator]	4.2%	-2.0	7.3%	-21.4%	-17.8%
16	CN(c1ccccc1)S(=O)(=O)c1ccc(-c2ccccc2)cc1	-3.6%	-2.3%	1.5%	110.2%[activator]	-1.1%	-5.2	-2.6%	-0.2%	-14.4%
17	Cc1nn2c(C(F)(F)F)cc(-c3ccc(Cl)cc3)nc2c1C(=O)N1CCOCC1	2.8%	-7.0%[57.1 µM]	-2.9%	24.7%	0.9%	-5.5	2.7%[57.1 µM]	6.1%	1.8%
18	O=C(O)c1ccc(NS(=O)(=O)c2cccc(C(=O)Nc3ccc(Br)cc3)c2)cc1	4.9%	6.5%	-8.0%	39.2%[activator]	-0.2%	0.7	-0.6%	2.7%	-22.6%
19	O=C(CCNC(=O)c1ccco1)Nc1ccc(N2CCOCC2)cc1	-5.1%	20.7%[57.1 µM]	-6.4%	15.9%	14.4%	-2.3	13.9%[57.1 µM]	-3.3%	-21.3%
20	COC(=O)[C@@H]1C[C@@]2(O)[C@H](O)[C@H](O)[C@H](O)C[C@H]2N1CC1CC1	7.8%	2.6%	2.9%	-13.3%	2.0%[38.3 µM]	-7.3	-3.2%	6.5%	-5.3%
21	Cc1nn(-c2nc3ccccc3[nH]2)c(N)c1-c1ccc(Cl)cc1	-7.2%	-16.5%	-3.3%	4.5%	-1.2%	3.3	-7.0%	6.1%	-17.8%
22	O=c1[nH]c(=O)n(Cc2ccccc2)c2nc(-c3cccs3)n(CCO)c12	12.3%	8.1%	i	14.0%	0.4%	0.4	35.8%[activator]	-2.7%	-3.1%
23	COc1ccccc1Nc1nc(-c2sc(NC(=O)C(C)(C)C)nc2C)cs1	37.5%[activator]	10.4%	-8.7%	-28.6%	-21.6%	3.9	-1.9%	9.9%	-21.4%
24	COc1ccc(C(=O)CN2C(=O)NC3(CCCc4ccccc43)C2=O)cc1 (stereo unspecified)	5.0%	11.7%	-1.5%	30.4%	6.7%	2.3	-3.4%	-2.4%	-18.4%
25	COc1ccccc1C1CCN(c2cc(O)ccc2[N+](=O)[O-])CC1	0.7%	25.5%[11.4 µM]	-0.4%	?	5.0%	-5.4	-14.7%[11.4 µM]	-6.6%	-9.7%
26	CCN(CC)C1CCN(C(=O)c2ccc3nc(Cc4ccc(OC)cc4)oc3c2)C1 (stereo unspecified)	0.3%	23.2%	i	40.4%[activator]	6.3%	-0.2	6.7%	1.9%	-19.6%
27	CCCCOC(=O)c1ccc(NC(=O)c2cnc3n(c2=O)CCS3)cc1	17.3%	17.2%	-2.0%	39.3%[activator]	1.5%	0.3	16.8%	1.6%	-16.8%
28	Cn1c(CNC(=O)c2ccco2)nnc1SCC(=O)Nc1c(F)cc(F)cc1Br	0.2%	15.5%[57.1 µM]	-6.1%	12.8%	2.5%	-1.4	13.6%	1.4%	-6.4%
29	Cc1ccc2c(c1)N(C(=O)CCC(=O)NCc1ccccc1)CC(C)O2 (stereo unspecified)	2.8%	16.1%	8.6%	26.4%	1.1%	-0.2	-0.6%	-0.7%	-14.6%
30	COc1ccc(CC(=O)Nc2ccc(OC(C)=O)cc2C(=O)O)cc1	3.1%	-11.9%[11.4 µM]	-0.7%	27.1%	8.8%	3.4	0.0%[11.4 µM]	4.7%	-17.0%

In another format: two of the compounds above.
Value order: Pin1 inhibitor, TrxR1 inh, Tb PGK inh, HP1b chromo inh, mIDH1 inhibitor, PI4K2A block, TrxR1 substrate, GLS inh, USP1 inh
#21 Cc1nn(-c2nc3ccccc3[nH]2)c(N)c1-c1ccc(Cl)cc1
  -7.2%, -16.5%, -3.3%, 4.5%, -1.2%, 3.3, -7.0%, 6.1%, -17.8%
#22 O=c1[nH]c(=O)n(Cc2ccccc2)c2nc(-c3cccs3)n(CCO)c12
  12.3%, 8.1%, i, 14.0%, 0.4%, 0.4, 35.8%[activator], -2.7%, -3.1%

Continuation:
item	Compound	Pin1 inhibitor	TrxR1 inh	Tb PGK inh	HP1b chromo inh	mIDH1 inhibitor	PI4K2A block	TrxR1 substrate	GLS inh	USP1 inh
31	COc1ccc(CCn2c(-c3cccc([N+](=O)[O-])c3)nc3nc4ccccc4nc32)cc1OC	-10.6%	-7.0%	-6.3%	18.8%	1.6%	1.5	-10.0%	6.8%	-5.2%
32	CN1CCN(S(=O)(=O)c2ccc(N3CCN(c4ccccc4O)CC3)c([N+](=O)[O-])c2)CC1	-0.8%	-5.2%	-1.0%	-19.6%	-3.0%	-13.1	-7.6%	25.1%	0.5%
33	CCCCC(=O)Nc1ccc(NC(=S)NC(=O)c2ccco2)cc1OC	50.3%	-21.8%	12.5%	9.8%	0.0%	5.7	-5.6%	-0.7%	-24.5%
34	CCOc1cc(N2CCOCC2)c(OCC)cc1NS(=O)(=O)c1ccc(Cl)s1	?	-2.5%	-5.1%	-2.1%	13.3%	-14.8	-3.4%	59.0%[activator]	-17.1%
35	COc1ccc(Br)c(C(=O)Nc2nc3ccccc3[nH]2)c1	2.7%	11.8%	i	?	-10.6%	0.8	-4.3%	-4.2%	-9.7%
36	CCOC(=O)c1sc(NC(=O)c2ccc(S(=O)(=O)N(C)C)cc2)nc1C	11.1%	6.4%[57.1 µM]	-4.2%	15.8%	5.1%	3.1	8.1%[57.1 µM]	2.1%	0.5%
37	CCOc1ccc(S(=O)(=O)N2CCC(C(=O)OCc3ccc(OC)cc3)CC2)cc1	7.7%	8.8%	13.9%	35.9%	-2.3%	0.8	-3.0%	11.0%	-10.7%
38	O=C1CCC(C(=O)N2CCOCC2)CN1Cc1cccc(C(F)(F)F)c1 (stereo unspecified)	2.7%	20.9%	-4.2%	54.1%[activator]	-3.8%	-0.4	9.9%	1.2%	-19.4%
39	O=C(CCn1c(=O)oc2ccccc21)N(Cc1ccccc1)c1ccccc1	7.2%	2.3%[57.1 µM]	5.0%	27.3%	-7.7%	-1.0	2.2%[57.1 µM]	4.6%	-13.7%
